High-throughput results: PubChem BioAssay, Sanford-Burnham Center for Chemical Genomics
TAG inh – inhibitors of triacylglycerol accumulation. H9c2 cells, Nile Red lipid (TAG) fluorescence; cells loaded with 200 µM oleic acid. inhibition, % at 12.5 µM. 230,000 compounds, 0.66% hits. AID 651582;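 active means pattern-corrected inhibition of lipid staining of at least 50% with the nuclear-stain viability signal not falling by more than 50%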;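 further: 0% = DMSO wells and 100% = triacsin C control wells; some results filed as inactive read as strong as hits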
TAG inh DAPI viability – further read-out of TAG inh, marked with its call; DAPI nuclei signal change (viability), lower = more cytotoxic, %;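 whole-well DAPI fluorescence read on a plate reader as a viability signal; minus 50 percent equals half of cells still viable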
* hit, by the source's call. Some of the compounds tested (hit frequency here may not be typical).

SMILES	TAG inh	TAG inh DAPI viability
CN(CC(=O)Nc1cccc(F)c1)C(=O)CN1C(=O)C2CCCCC2C1=O (stereo not given)	5	-6
COC(=O)C1CCN(S(=O)(=O)CCNC(=O)c2ccc(F)cc2)CC1	10	-4
CCC(=NC1CC(C)(C)NC(C)(C)C1)C1=C(O)CC(C)(C)CC1=O	0	9
Cc1cc(C)n(C(=O)Cn2nc([N+](=O)[O-])cc2C)n1	-5	0
Cc1ccc(C2(C)NC(=O)N(CC(=O)NC3CCCCC3)C2=O)cc1 (stereo not given)	0	3
O=C(/C(=C/O)N=Nc1ccc(Cl)cc1)c1ccncc1	7	0
CCCC(NC(=S)NCC1CCCO1)C12CC3CC(CC(C3)C1)C2 (stereo not given)	-15	16
C[C@H]1NS(=O)(=O)c2cc(Cl)ccc2O[C@@H]1c1ccccc1	2	-5
CC(=O)NC(c1ccccc1)c1nc(-c2cccc(CO)c2)cs1 (stereo not given)	24	-12
O=C(Nc1cccc(F)c1)c1c(F)c(F)c(F)c(F)c1F	29	9
Cc1cc([N+](=O)[O-])nn1CCCC(=O)O	1	5
CC(C)Oc1cc2oc(=O)c3c(c2cc1Cl)CCC3	2	-6
N#Cc1ccc[n+](CC(=O)c2ccc(Cl)cc2)c1	1	-7
COC(=O)c1ccc(N2C(=O)Nc3ccccc3N2O)cc1	2	-2
O=C(OCC(=O)N1CCCc2ccccc21)c1c(F)cccc1F	5	-4
CCc1nc(N)c(C#N)c(-c2ccc(OC)c(OC)c2)c1C	2	15
COc1ccc(OCC(O)CNC(=O)Nc2cc(F)ccc2C)cc1 (stereo not given)	2	4
Cc1csc2ncnc(NCCc3ccccn3)c12	-30	9
CCOC(=O)C1(CC2CCCCO2)CCN(C(=O)NCc2ccccc2)CC1 (stereo not given)	-15	8
Cc1nc2nc(-c3cccnc3)nn2c(C)c1Cl	16	-4
O=C(CSc1nc2[nH]c(=O)cc(O)c2s1)Nc1cccc(Br)c1	15	-10
O=C(CNc1ccc(Br)cc1)NC(=O)NC1CCCCC1	-13	-6
CCn1c(SCC(=O)c2ccccc2)nc2sc3c(c2c1=O)CCN(C)C3	4	-1
CCC(C)NC(=O)c1ccccc1NC(=O)Nc1ccccc1 (stereo not given)	16	-1
O=C1CCC(C(=O)N2CCN(c3cnccn3)CC2)CN1CCc1cccc(F)c1 (stereo not given)	22	-1

The listing continues:
SMILES	TAG inh	TAG inh DAPI viability
CCOc1ccccc1NC(=S)Nc1ccccc1F	-3	3
CCN(CC(=O)Nc1c(F)cccc1F)C(=O)CCCOc1ccccc1	29	6
CC(=O)NC(c1ccc(F)c(F)c1)c1nc(-c2ccccc2)cs1 (stereo not given)	13	3
Cc1ccc2nc(SCC(=O)N(CC(C)C)c3c(N)n(Cc4ccccc4)c(=O)[nH]c3=O)[nH]c2c1	-18	8
Cc1nnc(SCc2ccccc2)n1CC1CCCO1 (stereo not given)	-10	-8
O=C(CN1CCCCC1)Nc1ccccc1	-10	6
CCOC(=O)c1sc(NC(=O)CC)c(C#N)c1C	-15	17
CC1Cc2ccccc2N1S(=O)(=O)c1cccc(C(=O)N2CC(=O)Nc3ccccc32)c1 (stereo not given)	2	-7
CCN(CC)CC(=O)NC1CCCc2c1cnn2-c1cc(F)cc(F)c1 (stereo not given)	6	-1
O=C(Cc1n[nH]c(=O)c2ccccc12)Nc1cccc(S(=O)(=O)N2CCCC2)c1	-7	-4
Cc1c(C2(O)C(=O)Nc3ccc(F)cc32)c(=O)n(-c2ccccc2)n1C (stereo not given)	-4	-4
C=CCOc1ccc2c(c1)c(=O)cc(C(=O)O)n2CC	-14	11
CC(C)CNC(=O)COC(=O)c1ccccc1SCC(=O)NCC(C)C	6	-2
O=C(O)c1ccc(S(=O)(=O)c2ccccc2)s1	-4	3
CS(=O)(=O)N1N=C(c2cccs2)CC1c1ccco1 (stereo not given)	13	2
CC(C)(C)c1cccc(P(=O)(c2ccccc2)c2ccccc2)c1O	-3	1
COc1ccc(NCc2n[nH]c(=O)c3ccccc23)cc1	1	-5
CCN(C(=O)COC(=O)C1CC1C)c1c(N)n(Cc2ccccc2)c(=O)[nH]c1=O (stereo not given)	2	-2
CCS(=O)(=O)Nc1ccc(C2=NN(C(=O)c3ccco3)C(c3ccc(Cl)o3)C2)cc1 (stereo not given)	-7	-1
O=C1C2CC=CCC2C(=O)N1c1n[nH]c(-c2ccccc2)n1 (stereo not given)	3	-1
CC(=O)c1ccc(S(=O)(=O)N2CCN(C(=O)CSC(=S)N3CCCC3)CC2)cc1	13	8
Cc1ccccc1NC(=O)CN1CCCC1	-2	-2
Cc1ccc(C(=O)N2CCCCC2)cc1S(=O)(=O)N1CCCC1	5	-3
COc1cccc(C(=O)NCCS(=O)(=O)N(C)C2CCCCC2)c1	-8	0
CCN1CCN(Cc2c(O)ccc3c2O/C(=C\c2ccccc2)C3=O)CC1	13	24

Rewritten as labelled records: entries from further up.
CC(=O)c1ccc(S(=O)(=O)N2CCN(C(=O)CSC(=S)N3CCCC3)CC2)cc1
- TAG inh: 13
- TAG inh DAPI viability: 8
Cc1ccccc1NC(=O)CN1CCCC1
- TAG inh: -2
- TAG inh DAPI viability: -2
Cc1ccc(C(=O)N2CCCCC2)cc1S(=O)(=O)N1CCCC1
- TAG inh: 5
- TAG inh DAPI viability: -3
COc1cccc(C(=O)NCCS(=O)(=O)N(C)C2CCCCC2)c1
- TAG inh: -8
- TAG inh DAPI viability: 0

Other compounds
SMILES	TAG inh	TAG inh DAPI viability
COc1ccc2c(C)cc(SCC(=O)NCCN3C(=O)CSC3=O)nc2c1	18	-12
Cc1ccc(C(CC(N)=O)c2ccco2)cc1 (stereo not given)	3	-13
CCC(Sc1nnc2c3ccccc3n(CC)c2n1)C(=O)Nc1sc2c(c1C#N)CCCC2 (stereo not given)	18	-11
O=C(COC(=O)Cc1ccc([N+](=O)[O-])cc1)NCc1ccc2c(c1)OCO2	7	0
Cc1cccc(C)c1NS(=O)(=O)c1c(C)[nH]c(=O)[nH]c1=O	-7	1
CCCn1cnc2c(SCc3ccccn3)nc(N)nc21	-16	0
Cc1cc(C)n(C(=O)c2cc(F)c(F)cc2C)n1	5	-2
CC1CCC(NC(=O)c2cccn2C)CC1 (stereo not given)	22	-8
COc1ccccc1N1CCN(S(=O)(=O)CCNC(=O)COc2ccccc2)CC1	15	-1
CC(=O)Nc1ccc(S(=O)(=O)NCCc2cc3c(C)ccc(C)c3[nH]c2=O)cc1	-2	5
Cc1ccsc1/C=N/NC(=O)c1ccc2ccccc2c1	28	0
CN(C)c1ccc(CNc2nc(-c3ccccc3)nn2S(C)(=O)=O)cc1	-11	-13
Clc1ccc(C(c2nnnn2CCc2ccccc2)N2CCSCC2)cc1 (stereo not given)	10	-8
CC(=O)N(C(C)=O)c1ncn(C)c1S(=O)(=O)Nc1ccccc1	-16	1
CCOc1cc(/C=C2/NC(=O)N(CC(=O)OC)C2=O)ccc1O	25	-17
O=C(Nc1ccc(S(=O)(=O)Nc2ncccn2)cc1)c1ccc(Cl)c([N+](=O)[O-])c1	8	1
O=C1C2C(C(=O)N1/N=C/c1cc(Br)cc([N+](=O)[O-])c1O)C1C=CC2C12CC2 (stereo not given)	9	-1
COc1cc2c(-c3ccccc3)c(C)oc2cc1/C=N/NC(N)=S	13	13
Cc1c(C(=O)NCc2ccc3c(c2)OCCO3)sc(=O)n1Cc1ccc(S(=O)(=O)N(C)C)cc1	-22	10
N=C1SC(c2ccccc2)C(=O)N1c1ncc(Cc2ccccc2)s1 (stereo not given)	-4	6
NC(=O)CNC(=O)[C@@H]1CC2(CC(c3cccc([N+](=O)[O-])c3)=NO2)CN1C(=O)c1ccccc1 (stereo not given in full)	-4	-5
COc1ccc(F)cc1C(=O)C1CCCN(Cc2ccc(Sc3nncn3C)o2)C1 (stereo not given)	0	5
CN(C)c1ccc(/C=N/N2C(=O)c3ccccc3C2=O)cc1	4	6
N#Cc1c(Cl)nsc1NC(=O)c1ccccc1	5	5
COc1ccc(N(CCCN2C(=O)c3cccc4cccc(c34)C2=O)C(=O)c2ccncc2)cc1	4	-9

(further entries)
SMILES	TAG inh	TAG inh DAPI viability
O=C(O)CCC(=O)NNC(=O)c1ccc(Br)cc1	13	-7
Cc1noc(C)c1NC(=O)N(C)C[C@@H]1Oc2ncc(Br)cc2C(=O)N([C@@H](C)CO)C[C@H]1C	-1	13
Cc1ccc(OCC(=O)N2CCOCC2)c([N+](=O)[O-])n1	1	1
O=C1[C@H]2[C@@H](c3ccccc3)N[C@]3(CCCN(Cc4ccc(C(F)(F)F)cc4)C3=O)[C@H]2C(=O)N1Cc1ccccc1	1	1
NS(=O)(=O)c1cccc(NC(=O)COC(=O)c2cc(-c3ccc(Cl)cc3)nc3ccccc23)c1	8	5
Oc1c(CN2CCCCC2)cc(COCc2ccccc2)c2cccnc12	154	-76
Cc1cccn2c(=O)c(C=O)c(N3CC(C)OC(C)C3)nc12 (stereo not given)	-7	1
CC(=O)NC(=S)Nc1ccc(NC(=S)NC(=O)c2ccc([N+](=O)[O-])cc2)cc1	11	-12
Cc1nc2nc[nH]n2c(=O)c1CCOC(=O)c1ccccc1F	3	-3
CC(/C=C1\N=C(SCc2ccccc2Cl)SC1=O)=C\c1ccccc1	5	2
COc1ccc(NC(=O)Nc2ccc3nc(C)c(C)nc3c2)cc1	-8	11
C/C(=N\OCc1nc2ccccc2c(=O)n1/N=C/c1cc([N+](=O)[O-])ccc1O)c1ccccc1	22	-7
Cn1nnnc1SCC(=O)C(C)(C)C	11	-10
O=C(Cc1ccccc1)NC(NC(=O)Cc1ccccc1)c1cccc([N+](=O)[O-])c1	-5	-7
CC1CCCCN1CCCNC(=O)c1cc(Br)c(Br)[nH]1 (stereo not given)	9	-2
COc1ccc(/C=N/n2cnnc2)cc1Cn1nc(C)c([N+](=O)[O-])c1C	-6	0
COCc1cc(=O)[nH]c(Nc2nc(C)c3ccccc3n2)n1	23	-10
Cc1noc(C)c1NC(=O)N(C)C[C@H]1OCc2cnnn2CCCC(=O)N([C@H](C)CO)C[C@@H]1C	6	-11
CCC(=O)N(Cc1cc2cc(OC)ccc2[nH]c1=O)c1ccc(C)cc1C	-2	9
N#CC(C(=O)OCc1ccccc1)c1nc2ccccc2nc1N1CCOCC1 (stereo not given)	17	-2
COc1cc2ccccc2cc1C(=O)O	-3	0
CCN(CC)CC(O)CCCCCCCCC(=O)OC (stereo not given)	-9	3
C/C=C(/C(=C/C)c1ccc(O)cc1)c1ccc(O)cc1	5	-1
CCO[C@@H]1OC(C(=O)NC2CC2)=C[C@H](c2ccc(Br)cc2)[C@H]1CCCO	5	7
O=C1CCCc2nc(N3CCN(C(=O)c4ccco4)CC3)ncc21	-2	3

Taken from above (four entries):
SMILES	TAG inh	TAG inh DAPI viability
O=C(O)CCC(=O)NNC(=O)c1ccc(Br)cc1	13	-7
Cc1noc(C)c1NC(=O)N(C)C[C@@H]1Oc2ncc(Br)cc2C(=O)N([C@@H](C)CO)C[C@H]1C	-1	13
Cc1ccc(OCC(=O)N2CCOCC2)c([N+](=O)[O-])n1	1	1
O=C1[C@H]2[C@@H](c3ccccc3)N[C@]3(CCCN(Cc4ccc(C(F)(F)F)cc4)C3=O)[C@H]2C(=O)N1Cc1ccccc1	1	1

(more compounds)
SMILES	TAG inh	TAG inh DAPI viability
COc1cc(F)ccc1S(=O)(=O)N1CCN(Cc2ccccc2)CC1	-1	-12
COC(=O)c1ccccc1NC(=O)C1CCN(C(=O)N2CCOc3ccccc32)CC1	9	1
CCOC(=O)C1=C(O)/C(=C/c2ccc(-c3ccccc3C(=O)O)o2)SC1=Nc1ccc(C)cc1	16	-13
Cc1ccc(C(=O)Cn2c(-c3ccccc3)noc2=O)cc1	-3	6
Cc1cc(C)c2c(NC(=S)NC(=O)c3ccccc3)n[nH]c2n1	-11	1
COc1ccc(C(c2nnnn2CCc2ccccc2)N2CCN(C3CCCC3)CC2)cc1OC (stereo not given)	11	8
COc1cc(C(=O)OCC(=O)Nc2ccccc2)cc2c1OCCO2	13	-3
CC(=O)Nc1ccc(C=NNC(=O)C2CC2)cc1	-15	-1
C=C(C)c1sc(-c2ccc(Cl)cc2)nc1C	-16	-2
Cc1cc(C)cc(NC(=O)Cc2ccc(S(=O)(=O)N3CCCC3)s2)c1	-1	2
Cn1c(=O)n(C)c2cc(S(=O)(=O)Nc3ccccc3)ccc21	-11	11
O=[N+]([O-])/C(N=Nc1ccccc1)=N\Nc1ccccc1	6	-2
CC(C)C[C@H]1CNC(=S)N1CC1CCN(CCC23CC4CC(CC(C4)C2)C3)CC1	32	-12
c1ccc(C(c2nnnn2C2CCCC2)N2CCN(c3ccccc3)CC2)cc1 (stereo not given)	7	-3
CCN(CC)C(=O)CCCC(=O)N(CC)CC	20	-6
S=C(Nc1ccc2c(c1)OCO2)N1CCN(Cc2ccco2)CC1	11	-10
Cc1c(C(=O)NCC2CCCO2)oc2ccc(S(=O)(=O)N3CCCCC3)cc12 (stereo not given)	-1	7
COC(=O)c1sc(NC(=O)c2ccco2)c(C#N)c1C	7	-5
c1ccc(Nc2scc(-c3ccccc3)[n+]2Cc2ccco2)cc1	1	-2
COc1cc(C(O)c2nc(-c3cccc(C(=O)O)c3)cs2)ccc1F (stereo not given)	-2	6
CC(C)CC(=O)NC1(C(F)(F)F)C(=O)Nc2c1c(=O)n(C)c(=O)n2C (stereo not given)	-15	7
C=CCOc1ccc(Oc2cc(C)nc(SC)n2)nn1	11	-15
Cc1nnc(-c2cnn(-c3ccccc3)c2N)n1Cc1cccc(C(F)(F)F)c1	-4	-6

Reprinted at random: 7 records from the list.
SMILES	TAG inh	TAG inh DAPI viability
COc1ccc(C(c2nnnn2CCc2ccccc2)N2CCN(C3CCCC3)CC2)cc1OC (stereo not given)	11	8
CC(=O)Nc1ccc(C=NNC(=O)C2CC2)cc1	-15	-1
Cc1c(C(=O)NCC2CCCO2)oc2ccc(S(=O)(=O)N3CCCCC3)cc12 (stereo not given)	-1	7
c1ccc(Nc2scc(-c3ccccc3)[n+]2Cc2ccco2)cc1	1	-2
CC(C)C[C@H]1CNC(=S)N1CC1CCN(CCC23CC4CC(CC(C4)C2)C3)CC1	32	-12
Cc1cc(C)cc(NC(=O)Cc2ccc(S(=O)(=O)N3CCCC3)s2)c1	-1	2
S=C(Nc1ccc2c(c1)OCO2)N1CCN(Cc2ccco2)CC1	11	-10
